12-LOX inh = blocks human arachidonate 12S-lipoxygenase; 580,000 compounds, 1.1% hits; Potency, µM (highest dose often 108 µM), without a hit: at the highest dose activity change, negative = inhibition, most hits filed as inhibitors; purified 12hLO, xylenol orange hydroperoxide absorbance; active = well fitted inhibition curve with a large enough effect; inconclusive = small, poorly fitted or top-dose-only effect, or another doubt; inactive = no such curve, though single readings can be large or run the other way
Target sequence (P18054 whole entry, looked up): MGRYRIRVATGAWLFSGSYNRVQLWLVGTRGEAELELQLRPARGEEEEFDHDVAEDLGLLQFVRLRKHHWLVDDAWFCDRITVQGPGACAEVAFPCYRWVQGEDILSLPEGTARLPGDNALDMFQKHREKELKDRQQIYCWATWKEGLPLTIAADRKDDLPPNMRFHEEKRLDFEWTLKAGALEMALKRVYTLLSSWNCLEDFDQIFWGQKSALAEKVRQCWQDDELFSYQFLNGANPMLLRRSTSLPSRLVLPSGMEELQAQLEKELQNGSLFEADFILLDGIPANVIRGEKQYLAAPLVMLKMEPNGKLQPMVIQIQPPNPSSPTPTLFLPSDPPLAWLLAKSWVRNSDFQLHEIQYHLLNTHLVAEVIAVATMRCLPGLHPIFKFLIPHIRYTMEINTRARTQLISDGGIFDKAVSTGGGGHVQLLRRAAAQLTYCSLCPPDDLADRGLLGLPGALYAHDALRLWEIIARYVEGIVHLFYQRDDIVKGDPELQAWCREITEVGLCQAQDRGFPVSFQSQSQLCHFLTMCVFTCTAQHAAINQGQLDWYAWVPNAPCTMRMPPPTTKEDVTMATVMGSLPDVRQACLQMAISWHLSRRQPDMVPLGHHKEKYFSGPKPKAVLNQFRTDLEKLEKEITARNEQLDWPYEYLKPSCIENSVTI
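Purified human 12hLO (150 nM final) in 25 mM Hepes, 0.01% Triton X-100, pH 7.0 was preincubated 15 min at room temperature with compound. Then 40 uM arachidonic acid was added, 30 min. Hydroperoxide was read by Fe-XO absorbance ratio 573/405 nm.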
The depositor's hits bear a star; ? = inconclusive; [ ] = dose if it differs, or a comment. % is scaled to controls: 0 for no effect and ±100 for the full control effect; potency is read from the fitted curve at half-maximal effect.

12-LOX inh	SMILES
-3.5%	Nc1nc(NCCc2ccc(F)cc2)c2[nH]cnc2n1
39.9%[activator]	COc1ccc(NC(C)=O)cc1NC(=O)C1CC(=O)N(c2n[nH]c3cccc(F)c23)C1 (stereo unspecified)
?	O=C(CSCc1ccccn1)N(Cc1ccsc1)C1CC1
-6.3%	COc1ccc(OC)c(NC(=O)c2ccc3c(c2)C(O)CCCCCN3C)c1 (stereo unspecified)
35.0%[activator]	CCN(CC)C(=O)N1CCC(c2noc(-c3ccccc3)n2)C1 (stereo unspecified)
5.0%	O=c1c2c(nc(NCCO)n1C1CCCCC1)-c1ccccc1CC21CCCC1
49.5%[activator]	CCn1cc(S(=O)(=O)N2CCC(c3ncc(C)n3Cc3ccccc3)C2)cn1 (stereo unspecified)
61.4%[activator]	OCC1(O)CCN(C2CCN(c3ccc4c(c3)OCO4)CC2)CC1
5.1%	c1ccc(CNc2ncc(CN3CCC4(CCNCC4)C3)cn2)cc1
-21.1%[176 µM]	Cc1ccc(-n2nc(C)c([C@@H]3C=C[C@@H](NC(=O)NCc4ccccc4)C3)c2C)cc1Cl
-3.3%	COc1ccc(CNC(=O)c2ccc(-c3ccc(N4CCSCC4)nc3)cc2)cc1
?	CCN1CCN(C(=O)c2cc(NC(=O)COC)cc3nc(-c4ccncc4)n(C)c23)CC1
-0.3%	O=C(NCCc1ccccc1F)c1cc(Br)cn2ccnc12
1.4%	Cc1sc(NC(=O)c2nn(C)c(=O)c3ccccc23)nc1-c1ccc(F)cc1
-1.9%	CN(Cc1ccccc1)C(=O)c1cc(-c2cccc(Cl)c2)n[nH]1
?	O=C(O)CNCc1cccc(F)c1
33.7%[176 µM]	CC(=O)NC1(C)CCCN(Cc2cc(-c3ccccc3)cs2)C1 (stereo unspecified)
7.7%	COc1ncccc1-c1cc2c(ccn2C(C)C)c(C(=O)NCc2c(C)cc(C)[nH]c2=O)n1
11.4%	O=C(NCCN1CCN(C(=O)c2ccccc2)CC1)C(=O)Nc1ccccc1
-6.5%	Cc1ccc(C)c(NC(=O)CC2(C(=O)O)CCCC2)c1

Six compounds drawn at random from the list so far:
12-LOX inh	SMILES
-6.3%	COc1ccc(OC)c(NC(=O)c2ccc3c(c2)C(O)CCCCCN3C)c1 (stereo unspecified)
49.5%[activator]	CCn1cc(S(=O)(=O)N2CCC(c3ncc(C)n3Cc3ccccc3)C2)cn1 (stereo unspecified)
39.9%[activator]	COc1ccc(NC(C)=O)cc1NC(=O)C1CC(=O)N(c2n[nH]c3cccc(F)c23)C1 (stereo unspecified)
5.0%	O=c1c2c(nc(NCCO)n1C1CCCCC1)-c1ccccc1CC21CCCC1
?	O=C(O)CNCc1cccc(F)c1
-6.5%	Cc1ccc(C)c(NC(=O)CC2(C(=O)O)CCCC2)c1

Following part
12-LOX inh	SMILES
16.2%	Cc1sc2ncnc(N3CCCN(C(=O)c4ccoc4)CC3)c2c1C
13.9%	CCN(C(=O)c1nn(C)c(=O)c2ccccc12)C(C)c1ccc(F)cc1 (stereo unspecified)
23.8%	COc1ccc(Cc2nnc(/C=C/c3cccc4ccccc34)o2)cc1
10.9%	N#Cc1ccc(CN2CCCC3(CC(c4cccc(C(F)(F)F)c4)=NO3)C2)cc1 (stereo unspecified)
3.3%	COc1ccc(NC(=O)Nc2nc3cc(C)c(C)cc3s2)cc1OC
24.6%	Cc1cnc(-c2ccccc2)n1C1CCCN(C(=O)c2cccn2C)C1 (stereo unspecified)
?	Cc1ccc(CN(C)CC(=O)Nc2ccc(C(F)(F)F)cc2)cc1
14.7%[176 µM]	c1cc(-c2cc(-c3ccc(N4CCOCC4)nc3)cn3cncc23)ccn1
8.9%	CCn1cnnc1-c1nn(C)c2c1CN(C(=O)Cc1ccc(NC(C)=O)cc1)CC2
2.8%	CCc1nc(-c2c3n(c(=O)n(CC(=O)NCc4ccccc4)c2=O)CCCCC3)no1
14.4%	CS(=O)(=O)NC1CCN(C(=O)c2cc(Cl)ccc2F)CC1
-12.1%[176 µM]	O=C1COc2ccc(-c3cccc(O)c3)nc2CN1CCOc1ccccc1
12.6µM*	O=C(CN(CC(=O)Nc1ccc(F)cc1)CC(=O)Nc1ccc(F)cc1)Nc1ccc(F)cc1
-25.8%	CC(NC(=O)c1cccs1)C(=O)N(CC#N)C1CC1 (stereo unspecified)
-11.0%	Cc1nc2ccc(C(=O)OC(C)C(=O)NC(N)=O)cc2nc1C (stereo unspecified)
33.2%[activator]	CN(C)c1ccc(C(=O)NCC2CCN(c3cc(-c4ccccc4)[nH]n3)CC2)cc1
-6.0%	Cc1ccc2oc(C(=O)NCCc3ccc(S(N)(=O)=O)cc3)cc(=O)c2c1
-13.2%	COc1ccc(C(=O)Oc2cccc(C)c2C)cc1Br
?	CNC(NC(=O)c1ccc(F)cc1)C(Cl)(Cl)Cl (stereo unspecified)
40.4%[activator]	COCCN1C(=O)c2cccn2CC1CNS(=O)(=O)Cc1ccccc1F (stereo unspecified)

(more compounds)
12-LOX inh	SMILES
-0.8%[6.33 µM]	O=C(Nc1cccnc1)N1CC2ON=C(C(=O)N3CCOCC3)C2C1 (stereo unspecified)
?	CCCCn1c(=O)[nH]c(=O)c2c1nc(COC(=O)C(CC)c1ccccc1)n2C (stereo unspecified)
-0.7%	CCCC1(CO)CCCN(Cc2cnc(-c3ccccn3)nc2)C1 (stereo unspecified)
9.4%[6.33 µM]	CC(C)NC(=O)C1=NOC2CN(C(=O)Nc3cccnc3)CC12 (stereo unspecified)
-4.4%	O=C(/C=C/c1cccc([N+](=O)[O-])c1)OCCCC(=O)c1ccc(F)cc1
12.2%	O=C(Nc1ccccc1F)N1CCC(Oc2ncccc2C(=O)N2CCOCC2)C1 (stereo unspecified)
2.6%	O=C(NC[C@H]1O[C@@H](CO)[C@@H](O)[C@H]1N1CCN(c2ccccc2)CC1)Nc1ccc(F)cc1F
0.2%	Cc1nc(-c2ccncc2)[nH]c(=O)c1CC(=O)N(C)C1CCCC1
59.7%[activator]	Cc1ccc(CN2CC[C@H]3C(=O)NCCCCCN(Cc4cccnc4)[C@@H]3C2)o1
6.5%	CNC(=O)N1C[C@@H](CN(C)C)[C@H](NC(=O)c2ccc(C(F)(F)F)cc2)C1
-16.9%	O=C(c1cc2ccccc2oc1=O)N1CCCN(C2CC2)CC1
60.4%[activator]	COc1cccc(CNC(=O)c2ccc(-c3ccc(N4CCSCC4)nc3)cc2)c1
41.3%	CNC(NC(=O)c1ccc(Cl)cc1)C(Cl)(Cl)Cl (stereo unspecified)
10.6%	CCCCCC(=O)Nc1nc2c(s1)C[C@@H]1[C@](C)(CO)[C@H](O)CC[C@@]1(C)[C@@H]2CC(=O)N(C)Cc1ccccc1
-16.2%	Cc1cccc(-c2nc3cc(NC(=O)c4cccc([N+](=O)[O-])c4)ccc3o2)c1
?	NC(=S)c1ccc(C(F)(F)F)cc1
8.9%	CCOC(=O)NC(Nc1cccc(F)c1)(C(=O)OCC)C(F)(F)F (stereo unspecified)
3.6%	Cc1ccc(CNC(=O)CC2=C3CCCCC3NC2=O)cc1 (stereo unspecified)
?	O=C(c1cc(C(F)(F)F)cc(C(F)(F)F)c1)N1CCC2(CC1)CCN(c1ncccn1)CC2
-11.7%	O=c1cc(CSc2ccc3ccccc3n2)nc2ccccn12

Seven of the entries above in order of the 12-LOX inh value, largest number first.
12-LOX inh	SMILES
16.2%	Cc1sc2ncnc(N3CCCN(C(=O)c4ccoc4)CC3)c2c1C
11.4%	O=C(NCCN1CCN(C(=O)c2ccccc2)CC1)C(=O)Nc1ccccc1
6.5%	CNC(=O)N1C[C@@H](CN(C)C)[C@H](NC(=O)c2ccc(C(F)(F)F)cc2)C1
-0.3%	O=C(NCCc1ccccc1F)c1cc(Br)cn2ccnc12
-0.7%	CCCC1(CO)CCCN(Cc2cnc(-c3ccccn3)nc2)C1 (stereo unspecified)
-11.7%	O=c1cc(CSc2ccc3ccccc3n2)nc2ccccn12
-25.8%	CC(NC(=O)c1cccs1)C(=O)N(CC#N)C1CC1 (stereo unspecified)

Remaining list, next part:
12-LOX inh	SMILES
3.3%	CC(NC(=O)C(C)(C)C)c1ccc2c(c1)CCCC2 (stereo unspecified)
8.0%	COC(=O)c1ccc(/C=N/NC(=O)C2CC2)cc1
?	S=C(NCc1ccccc1Cl)Nc1cc(Cl)cc(Cl)c1
8.1%	COC(=O)c1ccc(OC(=O)C2(c3ccccc3)CCCC2)cc1
4.0%	O=C(NCc1cccc(C(F)(F)F)c1)c1n[nH]c2c1CCCC2
1.1%	FC(F)(F)c1cc(-c2ccco2)nc2c(-c3cccc(Cl)c3)cnn12
31.9%	CN1c2cc(C(N)=O)ccc2C(=O)N2CCCCCC21 (stereo unspecified)
29.5%	C=CCN1CC2(CCC1=O)CCN(S(=O)(=O)c1ccc(F)cc1)CC2
0.9%	CN(C)c1ncc2nc(-c3cc(F)cc(F)c3)c(=O)n(Cc3cccs3)c2n1
116.9%[activator][176 µM]	CN(C)CCNc1cc2c(cn1)NCCN(Cc1ccccc1)C2
-17.4%[176 µM]	O=C(NC[C@H]1COCc2nc3ccccc3n21)c1cnccn1
15.1%	Fc1ccc(F)c(CN2CCC(Oc3ccccc3-c3nc(C4CCOCC4)no3)C2)c1 (stereo unspecified)
5.7%	O=C(c1ccc(F)cc1)N1CCCC(c2nn(-c3cccc(Cl)c3)c(=O)[nH]2)C1 (stereo unspecified)
9.5%	Cc1ccc(-c2ccnc3c2c(=O)[nH]c(=O)n3CCc2ccccc2)cc1
5.2%	Cc1cccc(NC(=O)C(C)OC(=O)c2cc[n+]([O-])cc2)c1 (stereo unspecified)
21.2%	CCCCSc1ncc(CN2CCCC2c2ccc(C(N)=O)s2)cn1 (stereo unspecified)
53.5%[activator]	Cc1ccccc1OCc1nc(C#N)c(N2CCC(C)CC2)o1
10.1%	COc1ccc(Cl)cc1NC(=O)CSc1nc2c(c(=O)n1CCc1ccccc1)SCC2
24.8%	OCCNc1ncnc2c1cnn2-c1ccccc1Cl
20.0%	O=C(CCn1ccn2nc3c(c2c1=O)CCCC3)NCc1ccc(F)cc1

Next section
12-LOX inh	SMILES
11.0%	CCOC(=O)CCNC(=O)N1CCCCCCn2c(nnc2-c2ccc(F)cc2)CC1
43.1%[activator]	COC(=O)c1cccc(C(=O)N[C@H]2CO[C@H]3[C@@H]2OC[C@H]3OC(=O)Nc2cccc(C(F)(F)F)c2)c1
?	COc1cccc([S+](=O)([O-])N2CC(N(C)c3ccccc3C)C2)c1
11.7%	CC(=O)Nc1ccc(Nc2nc(-c3ccc(NC(C)=O)cc3)cs2)cc1
?	CCO[C@H]1C[C@@H](O)C12CCN(C(=O)c1cc(=O)[nH]c(=O)[nH]1)CC2
?	CC(C)(C)c1ccc(C2C(C(=O)c3cccs3)=C(O)C(=O)N2c2nncs2)cc1 (stereo unspecified)
-26.0%	COc1ccc(NC(C)=O)cc1NC(=O)CNc1ccc(C)cc1Cl
-11.5%	CCOC(=O)[C@]12CCCC=C1N(Cc1ccc3c(c1)OCO3)C(=O)[C@H](CC(=O)N1CCN(C(=O)C3CC3)CC1)C2
-7.1%	CN1OC[C@@H]2CN[C@H](c3ccc(N4CCCCC4)cc3)C[C@@H]21
21.3%	COc1ccc(-c2ccnc3nc(CCc4ccccc4)nn23)cc1OC
?	N#Cc1cccc(NC(=O)c2nn(Cc3ccccc3)c(=O)c3ccccc23)c1
-3.7%	CCC(=O)N1CCC[C@H](n2c(=O)n(C)c3cccnc32)C1
-48.3%	Cn1cc(C2c3ccccc3C(=O)N2CC(N)=O)c2ccccc21 (stereo unspecified)
0.2%	CC(C)CCNC(=O)Nc1c(NC2CCCC2)c2ccccc2oc1=O
212.9%[activator]	COc1cccc(CN2CCCCCNC(=O)[C@@H]3CCC[C@@H]32)c1OC
?	COc1cc2cc(C(=O)N[C@@H](C)C(=O)Nc3ncc(C)s3)n(C)c2c(OC)c1OC
-16.5%	CN1C[C@@H]2CC[C@H](CC1=O)N2Cc1ccc(S(C)(=O)=O)cc1
10.9%[6.33 µM]	O=C1NC(=NC2CCCC2)C2(CCN(CC3CCCCC3)C2)N1c1cccnc1 (stereo unspecified)
-4.5%	O=C(Nc1ccccc1C(=O)N1CCN(C(c2ccccc2)c2ccccc2)CC1)C1CC1
4.2%[176 µM]	CC(C)C[C@@H]1N[C@H](C(=O)N2CCOCC2)Cc2cn(Cc3ccccn3)c3cccc1c23

(continued)
12-LOX inh	SMILES
-18.2%	COCC(=O)Nc1ccc(-c2nc3ccccc3o2)cc1
?	CN1CCN(c2oc(-c3cccc(Cl)c3)nc2C#N)CC1
22.9%	OCC1CCN(CCCOCCc2ccccc2)CC1
-8.2%	C[C@H]1CN([C@@H](C)CO)C(=O)CCCn2nncc2CO[C@@H]1CN(C)Cc1ccc2cccnc2c1
14.3%	C[S+](=O)([O-])c1ccc(-c2cc3c(ccn3Cc3ccncc3)c(N3CCOCC3)n2)cc1
5.1%	CCCn1c(NC(=O)COc2cccc(C)c2)nc2ccccc21
-8.0%	CCOc1ccccc1OCC(=O)Nc1cccc2cccnc12
?	COCCCNc1nc2ccccc2nc1N(C)S(=O)(=O)c1ccc(C)cc1
30.4%[activator]	CN(C(=O)Nc1ccc(F)cc1F)C(c1ccc(Cl)cc1)c1nccn1C (stereo unspecified)
-3.0%	COc1cc(C(=O)N2CCCCC2)ccc1OCc1c(C)noc1C
8.4%[176 µM]	Cn1cc(-c2cn(C)c(=O)n3cc(COc4ccccc4)nc23)cn1
-23.5%	CCOC1CCCc2oc(-c3ccc(OC)cc3)c(C#CCCO)c21 (stereo unspecified)
24.2%	Cc1ccc(NC(=O)CN2C(=O)C(C)(C)c3cc(S(=O)(=O)N4CCCC4)ccc32)cc1
-21.7%	FC(F)(F)c1ccc(Nc2cc3c(cn2)ncn3CC2CC2)cc1
62.3%[activator]	COc1cccc(C(=O)NCc2cccnc2Oc2ccc(C)nc2)c1C
8.7%	COc1ccc(CNC(=O)c2noc(-c3ccc(F)cc3)n2)c(OC)c1
-11.6%	COCCNC(=O)C1(C)CCN(C(=O)c2cc(-c3cccs3)oc2C)C1 (stereo unspecified)

Compound activity: PubChem, National Center for Advancing Translational Sciences (NCATS)

The list is partial; count on the stated rates, not on these rows.
